CHT PAM: human CHT allosteric activation | Q9GZV3 | 310,000 compounds, 0.49% hits | B-score at 10 µM | CHT-expressing cells, membrane potential dye, choline EC20; active compounds read high; LV-AA mutant CHT in HEK293 cells | AID 488977;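 active = initial fluorescence not abnormally high and integrated response B-score, plate-corrected, over 3 SD above library mean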
Target sequence (Q9GZV3 whole entry, looked up): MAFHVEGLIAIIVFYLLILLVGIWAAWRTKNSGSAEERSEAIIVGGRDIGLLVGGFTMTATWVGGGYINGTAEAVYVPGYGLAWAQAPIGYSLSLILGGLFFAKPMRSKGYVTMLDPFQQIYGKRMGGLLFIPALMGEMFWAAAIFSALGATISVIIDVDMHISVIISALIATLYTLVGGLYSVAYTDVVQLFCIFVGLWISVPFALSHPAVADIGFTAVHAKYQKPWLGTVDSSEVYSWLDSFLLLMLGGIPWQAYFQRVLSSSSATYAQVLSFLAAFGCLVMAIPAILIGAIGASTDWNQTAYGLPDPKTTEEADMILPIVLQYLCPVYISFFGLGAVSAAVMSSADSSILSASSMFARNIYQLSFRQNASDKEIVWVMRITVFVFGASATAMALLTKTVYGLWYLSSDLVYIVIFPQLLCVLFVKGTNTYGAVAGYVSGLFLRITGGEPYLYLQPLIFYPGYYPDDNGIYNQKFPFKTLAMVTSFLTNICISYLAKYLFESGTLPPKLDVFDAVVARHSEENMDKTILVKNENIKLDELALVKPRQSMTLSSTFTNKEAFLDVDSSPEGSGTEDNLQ
OX1R antagonist: antagonists of human orexin 1 receptor; CHO/OX1R cells, Fluo-8 calcium fluorescence, orexin A; inhibition, % at 5 µM; 330,000 compounds, 0.43% hits; AID 434989; O43613;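 active = inhibition above its plate's threshold, mean inhibition of all tested compounds on the plate plus 3 SD, cut at about 37% in these data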;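 also: 0% = orexin A challenge wells and 100% = SB-334867-A antagonist wells; not every result past the cut was called active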
Target sequence (O43613 whole entry, looked up): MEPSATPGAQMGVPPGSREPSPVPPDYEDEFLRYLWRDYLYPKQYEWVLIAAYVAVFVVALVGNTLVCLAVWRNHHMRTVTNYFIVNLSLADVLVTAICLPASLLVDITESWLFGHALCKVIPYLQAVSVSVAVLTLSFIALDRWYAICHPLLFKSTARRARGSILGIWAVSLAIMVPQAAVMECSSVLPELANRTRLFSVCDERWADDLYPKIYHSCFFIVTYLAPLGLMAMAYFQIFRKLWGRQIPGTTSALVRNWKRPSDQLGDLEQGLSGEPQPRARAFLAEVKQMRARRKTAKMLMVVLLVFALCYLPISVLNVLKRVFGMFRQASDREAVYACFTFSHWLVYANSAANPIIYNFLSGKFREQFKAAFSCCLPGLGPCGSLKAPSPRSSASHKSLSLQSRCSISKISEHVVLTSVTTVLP
The depositor's hits bear a star; i = inactive; . = not tested or not shown.

SMILES	CHT PAM	OX1R antagonist
COc1ccc(-c2c(C(=O)O)nc3ccccc3c2C(=O)O)cc1	i	-4
O=C(Nc1ccc(-c2nnc(-c3ccccc3)o2)cc1)c1ccc(Br)o1	i	-13
O=C(NCCc1ccc(Cl)cc1)C1CCC(=O)N(C2CCCCCC2)C1 (stereo not given)	i	-29
COc1ccc(OCCNC(=O)C(c2ccccc2)c2ccccc2)cc1	i	-25
Cc1cccc(C)c1NC(=O)CNC(=O)c1c(-c2ccccc2)noc1C	.	-6
CCOc1ccc(S(=O)(=O)N2CCC(C(=O)NCc3ccccn3)CC2)cc1C	i	-19
O=[N+]([O-])c1ccccc1OC/C(=N\O)c1ccccc1	i	-4
O=C(NC1CCCC1)C(c1ccccn1)N(C(=O)c1csnn1)c1ccccc1F (stereo not given)	i	-17
O=C(Nc1ccccc1F)C1CCCN(S(=O)(=O)c2ccccc2)C1 (stereo not given)	i	-17
N#Cc1c2n(c3c(=O)n(Cc4ccccc4)cnc13)CCCC2	i	-22
Cc1cc(Cl)ccc1OCCCC(=O)N1CCN(S(=O)(=O)c2ccccc2)CC1	i	-26
Cc1cc(=O)n2nc(N3CCCC(C(=O)NCc4ccccc4Cl)C3)sc2n1 (stereo not given)	i	-28
Cc1cccc(C(=O)O/N=C(\c2ccccc2)c2cccnc2)c1	i	-47
CN(C)/C=C/C(=O)C(F)(F)F	i	-12
Cc1ccc(C(=O)CN(C(=O)c2ccc(Cl)c(Cl)c2)N2C(=O)C3CCCCC3C2=O)cc1 (stereo not given)	i	-16
COC(=O)c1cccc(COC(=O)c2cccnc2SC)c1	i	-17
C=CCn1c(SCC(=O)N(CC)C2CCS(=O)(=O)C2)nnc1-c1ccccc1 (stereo not given)	.	-15
O=C(COC(=O)c1ccccc1NC(=O)c1ccco1)NCc1ccc2c(c1)OCO2	i	-12
CC(C)CCNC(=O)c1ccc2c(c1)ncn2C1CCCCC1	i	-17
CNS(=O)(=O)c1cc(C(=O)O)ccc1OC	i	7
O=C(NCCCN1CCOCC1)c1sc2cc([N+](=O)[O-])ccc2c1Cl	i	-11
CCOC(=O)/C=C1/N(C)c2ccccc2C1(C)C	i	-13
Cc1ccc(NC(=O)NC(=O)COc2c(F)c(F)cc(F)c2F)c(C)c1	.	-19
COc1ccc2c(c1)CCc1c(C(=O)N3CCOCC3)noc1-2	i	5
COc1ccc(OCc2nnc(SCC(=O)NCC3CCCO3)n2N)cc1 (stereo not given)	.	7
O=C(Cc1c(F)cccc1Cl)N(Cc1ccccc1)c1ccccn1	i	-12
CN(C1CCS(=O)(=O)C1)S(=O)C12CC3CC(CC(C3)C1)C2 (stereo not given)	i	-13
COC(=O)c1[nH]c2ccccc2c1NC(=O)CN1CCCCCC1	i	-19
COc1ccccc1CNC(=O)COn1nnc2ccc(S(=O)(=O)N3CCOCC3)cc21	i	-21
CCc1c(C)nc2c(C#N)c(C)[nH]n2c1=O	i	-1
CCCCOC(=O)C1=C(C)NC2(O)c3ccccc3C(=O)C12O (stereo not given)	i	-2
COc1ccc(/C=C/C(=O)ONC2=NCCCCC2)cc1OC	i	-5
O=C1CCC(C(=O)N2CCC(CCO)CC2)CN1Cc1ccc(Cl)cc1 (stereo not given)	i	-11
C=CCC1CCCCC12NC(=O)N(c1ccccc1)N2 (stereo not given)	i	-12
CC(C)c1ccc(-c2c(C#N)c(N)nc(SCC(=O)N3CCCCCC3)c2C#N)cc1	i	-10
CC(C)C(=O)Nc1ccc(NC(=O)c2ccccc2Cl)nc1	i	-10
CN1CCN(Cc2nc3ccccc3c(=O)n2Cc2nc(-c3ccc([N+](=O)[O-])cc3)cs2)CC1	i	-3
CCOC(=O)c1ccccc1NC(=O)COC(=O)c1c(CC)noc1C	i	-36
CS(=O)(=O)c1ccc(N2CCN(C3CC(=O)NC3=O)CC2)cc1 (stereo not given)	i	-3
CCCC(=O)Nc1sc2c(c1C#N)CCCC2	i	-34
COC(=O)CNC(=O)c1sc2ncn(CC(=O)Nc3ccc(C)c(Cl)c3)c(=O)c2c1C	i	-6
Cn1/c(=N/N=C/c2ccc(N3CCOCC3)cc2)sc2ccccc21	i	-23
CCCCn1c(SCC(=O)Nc2ccccc2C(F)(F)F)nc2ccsc2c1=O	i	-2
CCOC(=O)C1=C(C)NC(C)=C(C(=O)OCC)C1C(=O)OCC(=O)N(CC)C1CCS(=O)(=O)C1 (stereo not given)	i	2
Cc1ccc(S(=O)(=O)NC2OC(=O)C(Cl)=C2Cl)cc1 (stereo not given)	i	-2
Cc1cc(F)ccc1NC(=O)CCc1ccc(S(=O)(=O)N2CCOCC2)cc1	.	-1
CCOc1ccc(N2CC(NC(=O)c3ccc4ccccc4c3)CC2=O)cc1 (stereo not given)	i	-16
COC(=O)c1sccc1-c1ccc(/C=N/OC(=O)c2ccccc2)o1	i	-11
CCCCn1nnnc1SCC(=O)Nc1ccc(F)cc1	i	-23
COCCCNC1=C(Cl)C(=O)c2ccccc2C1=O	i	-1
Cc1ccc(Cl)c2sc(NC(=O)C3CC3)nc12	i	-6
O=C(Cc1ccc(Cl)cc1)NC(=S)Nc1ccccc1N1CCOCC1	i	7
CCCC(C)CO (stereo not given)	.	-9
COc1ccc(C(Nc2ccc(S(=O)(=O)N3CCOCC3)cc2)C(=O)NCCC(C)C)cc1OC (stereo not given)	i	-19
COc1cc(C2c3c(oc4ccccc4c3=O)C(=O)N2Cc2ccncc2)ccc1O (stereo not given)	i	-18
O=C(NCc1nnc(SCC(=O)N2CCCc3ccccc32)o1)c1ccccc1F	i	-10
O=C(CSc1nnc(CN2CCCC2)n1-c1ccccc1)c1ccc2c(c1)OCO2	.	-12
O=C(CSc1ncnc2c1nnn2Cc1ccccc1F)NCC1CCCO1 (stereo not given)	i	-14
COc1cc(C2SC(C)C(=O)N2CCc2ccccc2)cc(OC)c1OC (stereo not given)	i	-22
CCOC(=O)C(C)Sc1nc(-c2ccccc2)nc2ccccc12 (stereo not given)	i	-51

Other structures:
SMILES	CHT PAM	OX1R antagonist
COCn1ccnc1C(O)(c1ccc(OC)cc1)c1ccc(OC)cc1	i	-8
COc1ccc(C(=O)N/C(=C/c2cccnc2)C(=O)NCc2ccco2)cc1OC	i	-11
COc1ccc(NC(=S)NNC(=O)c2cccnc2)cc1OC	i	-15
CCc1ccc(NS(=O)(=O)c2ccc(OC)c(C)c2)cc1	i	-4
C=CCn1c(C)c(C(C)=O)c(N2CCOCC2)nc1=S	i	-3
O=C1C=C(c2cccc(CO)c2)C[C@@H](c2ccc(Cl)cc2)C1	.	-3
CCCN1C(=O)N(c2cccc(C)c2)C(C)(O)CC1(C)C (stereo not given)	i	24
COc1ccc(NC(=S)N2CCC(C(O)(c3ccccc3)c3ccccc3)CC2)cc1	i	-31
CC1(C)CC(=O)C(CCC(=O)c2ccccc2)C(C)(C)N1 (stereo not given)	i	-7
Cc1nnc(SCCN2C(=O)c3ccccc3C2=O)[nH]c1=O	i	1
COc1cccc2c1C(=O)c1c(O)c3c(c(O)c1C2=O)C[C@@](O)(C(=O)CO)C[C@@H]3O[C@H]1C[C@H](N)[C@@H](O)[C@H](C)O1	i	29
O=C(CNS(=O)(=O)c1ccc2ccccc2c1)OCC(=O)c1ccc(Br)s1	i	6
COc1ccc(OC)c(C(=O)CSc2nc3ccccc3n2CC(=O)NC(C)(C)C)c1	i	-23
CCCc1cc(=O)[nH]c(SCC(=O)Nc2ccc(C)cc2)n1	i	-13
CSc1ccc(CCNC(=O)CN2C(=O)CCSc3ccccc32)cc1	i	-10
Nc1ccc(C(=O)N/N=C/c2cn(Cc3ccccc3F)c3ccccc23)cc1	i	.
COc1ccc(Cn2c(=S)[nH]c3cc(C(=O)N4CCN(c5ccccc5)CC4)ccc3c2=O)cc1	i	-15
O=C(c1ccc([N+](=O)[O-])o1)N1CCN(c2nc3c(Cl)cccc3s2)CC1	i	-22
CN1/C(=C\C(=O)C[n+]2cccc(C(N)=O)c2)C(C)(C)c2ccccc21	i	1
COc1ccc(-c2csc(NC(=O)CCN3C(=O)C4CC=CCC4C3=O)n2)cc1OC (stereo not given)	i	-7
O=C(Nc1cccc(C(=O)O)c1)/C(=C\c1ccc2c(c1)OCO2)NC(=O)c1ccc(Br)cc1	i	3
CCCCCOC(=O)Cn1c(N2CCCCCC2)nc2c1c(=O)[nH]c(=O)n2C	i	-27
CN1CCN(C2=C(Cl)C(=O)N(Cc3ccccc3)C2=O)CC1	i	-21
CCN(CC)c1ccc(/C=N/N2CCN(Cc3ccccc3Cl)CC2)c(O)c1	i	-4
C=CCn1c(COc2ccc(F)cc2)nnc1SC(C)C(=O)NCC1CCCO1 (stereo not given)	.	-40
Cc1[nH]ccc(=O)c1OCc1c(F)cccc1Cl	i	2
COc1cccc(CN(CC(=O)NC2CCCC2)C(=O)Cn2nnc(-c3cccs3)n2)c1	i	-29
CC(C)NC(C(=O)Nc1cc(Cl)cc(Cl)c1)c1ccccc1 (stereo not given)	i	-45
COCCNC(=O)C(=O)NNC(=O)CCc1ccccc1	i	5
O=C(COC(=O)c1cccc(C(F)(F)F)c1)NC(=O)NC1CCCC1	.	-21
CSc1cccc(NC(=S)NC(=O)CCc2ccccc2)c1	i	-17
COc1ccc(C(=O)Nc2cc(C(=O)c3ccccc3)c(C)oc2=O)cc1	i	-9
COC(=O)c1sc(N2CCN(c3ccc(Cl)cc3)CC2)nc1N	i	19
CCCCNCC#CCOc1cc(C)ccc1C(C)C	i	-16
CCC/C(O)=C1\C(=O)CC(c2ccccc2)CC1=NCCc1c(C)[nH]c2ccccc12 (stereo not given)	i	-27
COc1ccccc1C(CNC(=O)CN(C)S(=O)(=O)c1ccc(C)cc1)N1CCCC1 (stereo not given)	.	-11
O=C(c1cnn(C(=O)COc2ccccc2F)c1)c1cc(F)ccc1O	i	-6
c1ccc(-c2nnc(CSc3ccc4c(c3)OCCO4)o2)cc1	i	-10
O=C(CN1CCOCC1)Nc1ccc([N+](=O)[O-])cc1Br	i	-74
CCc1nc2c(sc3nc4c(cc32)COC(C)(C)C4)c(=O)n1Cc1ccco1	i	-28
COc1ccc(C(=O)Nc2ccc(Cl)cn2)cc1Cl	i	-5
COc1ccc(NC(=O)c2cccs2)cc1O	i	-7
O=C(O)c1ccc[n+](Cc2ccc([N+](=O)[O-])cc2)c1	i	-2
CC1(c2nnc(-c3ccccc3)o2)CC(c2cccc(Cl)c2)=NO1 (stereo not given)	i	-15
Cc1ccc(NS(=O)(=O)Cc2ccccc2)nc1	i	-13
Cc1nc2cc(C(=O)O)ccc2s1	i	2
CC(C)OCCCN1CN(S(=O)(=O)c2ccc(Cl)cc2)c2nc3ccccc3nc21	i	-41
O=[N+]([O-])c1ccc(CN2CCCCCC2)s1	i	1
Cc1ccc(S(=O)(=O)N2CCCC2C(=O)OCC(=O)Nc2ccc3c(c2)OCO3)cc1 (stereo not given)	i	-19
O=C(Nc1nc2ccc(Cl)cc2s1)c1cccc(N2C(=O)CCC2=O)c1	i	-14
COc1cccc(CNc2nc3ccc(C)cc3n3cnnc23)c1	i	-2
Cc1ccccc1CC(=O)NCCN1CCCCC1	i	1
CC1C(=O)NN=C1C(=O)N/N=C/c1ccco1 (stereo not given)	i	0
CC(C)(C)OC(=O)N1CC2Cc3[nH]c(=O)ccc3C(C2)C1 (stereo not given)	i	-5
Cc1ccc(S(=O)(=O)N2CCCCC2)cc1NC(=O)c1cc(=O)[nH]c2ccccc12	.	-28
CC(=O)c1ccc(CCCC(=O)O)cc1	i	-7
COc1ccc(-c2cc(C(F)(F)F)c3c(=O)n(-c4ccccc4)[nH]c3n2)cc1	i	2
Cc1ccc(S(=O)(=O)N2CCN(C(=O)C3CSC4(C)CCC(=O)N34)CC2)cc1C (stereo not given)	i	-22
CCCn1c(N)c(C(=O)CSc2nnc(C3CC3)n2-c2ccccc2)c(=O)[nH]c1=O	.	-9
Cc1cccc(C)c1Nc1nnc(SCc2nc3ccccc3c(=O)[nH]2)s1	i	-35

Molecules shown so far with fluorine, in the order listed:
SMILES	CHT PAM	OX1R antagonist
O=C(NC1CCCC1)C(c1ccccn1)N(C(=O)c1csnn1)c1ccccc1F (stereo not given)	i	-17
O=C(Nc1ccccc1F)C1CCCN(S(=O)(=O)c2ccccc2)C1 (stereo not given)	i	-17
CN(C)/C=C/C(=O)C(F)(F)F	i	-12
Cc1ccc(NC(=O)NC(=O)COc2c(F)c(F)cc(F)c2F)c(C)c1	.	-19
O=C(Cc1c(F)cccc1Cl)N(Cc1ccccc1)c1ccccn1	i	-12
CCCCn1c(SCC(=O)Nc2ccccc2C(F)(F)F)nc2ccsc2c1=O	i	-2
Cc1cc(F)ccc1NC(=O)CCc1ccc(S(=O)(=O)N2CCOCC2)cc1	.	-1
CCCCn1nnnc1SCC(=O)Nc1ccc(F)cc1	i	-23
O=C(NCc1nnc(SCC(=O)N2CCCc3ccccc32)o1)c1ccccc1F	i	-10
O=C(CSc1ncnc2c1nnn2Cc1ccccc1F)NCC1CCCO1 (stereo not given)	i	-14
Nc1ccc(C(=O)N/N=C/c2cn(Cc3ccccc3F)c3ccccc23)cc1	i	.
C=CCn1c(COc2ccc(F)cc2)nnc1SC(C)C(=O)NCC1CCCO1 (stereo not given)	.	-40
Cc1[nH]ccc(=O)c1OCc1c(F)cccc1Cl	i	2
O=C(COC(=O)c1cccc(C(F)(F)F)c1)NC(=O)NC1CCCC1	.	-21
O=C(c1cnn(C(=O)COc2ccccc2F)c1)c1cc(F)ccc1O	i	-6
COc1ccc(-c2cc(C(F)(F)F)c3c(=O)n(-c4ccccc4)[nH]c3n2)cc1	i	2

Screens as filed in PubChem.
